Source: PubChem BioAssay
M18AAP inhibitor: PfM18AAP enzyme inhibition; inhibition, % at 7.35 µM; recombinant PfM18AAP, H-Glu-NHMec fluorogenic cleavage; 290,000 tested, 1.2% active; AID 1822;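 active means inhibition above the campaign mean inhibition over all tested compounds plus 3 SD, cut at about 28% in these data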;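 further: 0% = plate median of test compound wells and 100% = 2 mM ZnCl2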
FID counter: displaces DNA intercalator in HCV helicase counter-screen. DNA fluorescent intercalator displacement, fluorescence. inhibition, % at 7.9 µM. 290,000 tested, 0.17% active. AID 1845; in the data active means inhibition above about 37%;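 further: 0% = vehicle and 100% = reference compound; higher means more ethidium bromide displaced from hairpin DNA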
IMP-1 inh: blocks Pseudomonas aeruginosa IMP-1 metallo-beta-lactamase; purified IMP-1, nitrocefin hydrolysis, epi-absorbance fluorescence; inhibition, % at 5.6 µM; 290,000 tested, 0.45% active; AID 1556;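 active means inhibition above the mean plus 3 SD of all compounds in the same screening run, cut at about 4.5% in these data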;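 further: 0% = IMP-1 with DMSO and 100% = DMSO wells lacking enzyme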
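assay system = purified recombinant IMP-1 metallo-beta-lactamase enzyme | schedule = 15 min preincubation plus 25 min reaction at 25 °C | signal = Epi-absorbance fluorescence, 480 nm excitation, 530 nm emission | read-out basis = percent inhibition from optical density relative to buffer-blank wells | controls = IMP-1 with DMSO as 0%, enzyme-free DMSO as 100%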
HCV NS3 hel inh: HCV NS3 helicase inhibition | NS3 helicase DNA unwinding, Cy5 molecular beacon fluorescence | inhibition, % at 10.9 µM | 290,000 tested, 0.56% active;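 active means inhibition above the mean of all tested compounds plus 3 SD, set per campaign, cut at about 35% in these data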;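 further: 0% = DMSO wells and 100% = thioflavine S control wells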
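System: NS3 helicase fragment of HCV / Schedule: 1 h at 25 °C / Control set: DMSO alone as 0% and 110 µM thioflavine S as 100% / Reagent: Cy5/quencher beacon DNA duplex and ATP to start / Technique: Cy5 fluorescence / Replication: singlicate / Evaluation: % inhibition of end-to-start signal ratio versus controls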
MEKK2wt PB1 HTS: raises or lowers MEK5 binding to wildtype human MEKK2 PB1 domain; 290,000 tested, 1.1% active; binding response (% of control), % at 10 µM; bead flow cytometry, Alexa488-MEK5 binding to MEKK2 WT; actives lie on both sides; in the data active means binding response below about 67% or above about 130%
NALP1 inh: blocks the NALP1 inflammasome reconstituted in yeast; S. cerevisiae NALP1/ASC/caspase-1 growth, X-gal OD620, 72 h; inhibition, % at 10 µM; 280,000 tested, 0.61% active; AID 2071; in the data active means inhibition mostly above about 24%, no sharp cut-off; inactive means mostly below about 32%; further: some compounds called inactive have numbers as strong as hits
UBC9 SUMO inh: blocks human SUMOylation mediated by UBC9; HTRF SUMOylation assay, SAE1/SAE2 + UBC9, in vitro; inhibition, % at 35 µM; 290,000 tested, 0.36% active; P63279; in the data active means inhibition above about 50%, passing the limit was not always enough; further: strong numbers were not always called active
Target sequence (P63279 whole entry, looked up): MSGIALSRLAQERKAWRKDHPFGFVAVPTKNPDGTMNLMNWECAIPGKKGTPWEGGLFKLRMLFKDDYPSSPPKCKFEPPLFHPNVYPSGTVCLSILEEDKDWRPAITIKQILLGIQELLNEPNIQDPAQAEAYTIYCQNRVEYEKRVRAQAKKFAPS
VIM-2 inhibitor: inhibitors of Pseudomonas aeruginosa VIM-2 metallo-beta-lactamase; purified VIM-2, nitrocefin hydrolysis, epi-absorbance fluorescence; inhibition, % at 5.6 µM; 290,000 tested, 0.89% active;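 active means inhibition above the mean of all tested compounds plus 3 SD, cutoff set per screening run, cut at about 7.5% in these data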;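 further: red hydrolysis product quenches plate fluorescence so inhibitors raise well fluorescence; 0% = enzyme with DMSO and 100% = DMSO without enzyme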
MEKK2 mut-MEK5: signal of MEK5 binding to mutant human MEKK2 PB1 domain; bead flow cytometry, Alexa488-MEK5 binding to MEKK2 mutant; percent response, % at 10 µM; 290,000 tested, 0.35% active; AID 1530; in the data active means percent response above about 24%, passing the limit was not always enough; further: inactives centre near 1; some results filed as inactive read as strong as hits
Starred values were filed as active, the others as inactive.

What do the screens show for `CCOC(=O)CSc1nnc([C@H](CC(C)C)NC(=O)OC(C)(C)C)o1`?
M18AAP inhibitor: 6; FID counter: -21; IMP-1 inh: -2.2; HCV NS3 hel inh: 2; MEKK2wt PB1 HTS: 101; NALP1 inh: -10; UBC9 SUMO inh: -18; VIM-2 inhibitor: -1.7; MEKK2 mut-MEK5: 0

Results for CSCCC(C(=O)N1C[C@]2(C)C[C@H]1CC(C)(C)C2)N1C(=O)c2ccccc2C1=O (stereo partly drawn) ?
M18AAP inhibitor: -8; FID counter: -32; IMP-1 inh: -2.8; HCV NS3 hel inh: 5; MEKK2wt PB1 HTS: 87; NALP1 inh: 0; UBC9 SUMO inh: -3; VIM-2 inhibitor: -2.9; MEKK2 mut-MEK5: -3

What do the screens show for `Nn1c(SCc2ccccc2)nc2c(cnn2-c2ccccc2)c1=O`?
M18AAP inhibitor: -13; FID counter: -3; IMP-1 inh: -3.5; HCV NS3 hel inh: -8; MEKK2wt PB1 HTS: 96; NALP1 inh: 2; UBC9 SUMO inh: -6; VIM-2 inhibitor: -2.3; MEKK2 mut-MEK5: 1

What do the screens show for `CCOc1ccc(-c2cc(C(=O)NN=C3CCN(C)CC3)[nH]n2)cc1`?
M18AAP inhibitor: -13; FID counter: -5; IMP-1 inh: -2.6; HCV NS3 hel inh: 8; MEKK2wt PB1 HTS: 101; NALP1 inh: 8; UBC9 SUMO inh: 4; VIM-2 inhibitor: -5.0; MEKK2 mut-MEK5: -1

What do the screens show for `NS(=O)(=O)c1ccc(NNC(=O)c2ccc(F)cc2F)cc1`?
M18AAP inhibitor: 13; FID counter: -5; IMP-1 inh: -2.3; HCV NS3 hel inh: -7; MEKK2wt PB1 HTS: 100; UBC9 SUMO inh: 3; VIM-2 inhibitor: -2.8; MEKK2 mut-MEK5: -1

What do the screens show for `CCOC(=O)c1c[nH]c2c(Cl)ccc(Cl)c2c1=O`?
M18AAP inhibitor: -8; FID counter: 0; IMP-1 inh: -0.1; HCV NS3 hel inh: 6; MEKK2wt PB1 HTS: 98; NALP1 inh: 2; UBC9 SUMO inh: 20; VIM-2 inhibitor: 8.6*; MEKK2 mut-MEK5: 4

What do the screens show for `CO/N=C(\c1nonc1N)N1CCN(c2ccc([N+](=O)[O-])cc2Cl)CC1`?
M18AAP inhibitor: 6; FID counter: 7; IMP-1 inh: -1.7; HCV NS3 hel inh: -2; MEKK2wt PB1 HTS: 98; NALP1 inh: 13; UBC9 SUMO inh: 9; VIM-2 inhibitor: -1.6; MEKK2 mut-MEK5: -1

Results for O=C(NCc1ccccc1)c1ccc2nc(-c3ccco3)c(-c3ccco3)nc2c1 ?
M18AAP inhibitor: 14; FID counter: -7; IMP-1 inh: -1.7; HCV NS3 hel inh: 24; MEKK2wt PB1 HTS: 97; NALP1 inh: -7; UBC9 SUMO inh: 89; VIM-2 inhibitor: 0.1; MEKK2 mut-MEK5: 0

Results for On1nnc2ccc3ccccc3c21 ?
M18AAP inhibitor: -7; FID counter: -17; IMP-1 inh: -1.3; HCV NS3 hel inh: 1; MEKK2wt PB1 HTS: 95; NALP1 inh: 27; UBC9 SUMO inh: 6; VIM-2 inhibitor: 1.3; MEKK2 mut-MEK5: -1

What do the screens show for `CC(C)c1[nH]nc2c1C(c1cccs1)C(C#N)=C(N)O2` (stereo not drawn)?
M18AAP inhibitor: 18; FID counter: -4; IMP-1 inh: -2.8; HCV NS3 hel inh: 3; MEKK2wt PB1 HTS: 97; NALP1 inh: 15; UBC9 SUMO inh: 11; VIM-2 inhibitor: -2.4; MEKK2 mut-MEK5: -6

What do the screens show for `Clc1ccc(-c2nnc3n2CCCC3)cc1`?
M18AAP inhibitor: -1; FID counter: 0; IMP-1 inh: -0.4; HCV NS3 hel inh: -4; MEKK2wt PB1 HTS: 97; NALP1 inh: -8; UBC9 SUMO inh: -3; VIM-2 inhibitor: -2.9; MEKK2 mut-MEK5: 1

What do the screens show for `N#CC(C(=O)NC1CC1)c1nc2ccccc2nc1N1CCN(C/C=C/c2ccccc2)CC1` (stereo not drawn)?
M18AAP inhibitor: 8; FID counter: 3; IMP-1 inh: -2.6; HCV NS3 hel inh: -8; MEKK2wt PB1 HTS: 105; UBC9 SUMO inh: 4; VIM-2 inhibitor: -2.1; MEKK2 mut-MEK5: 0

How did COc1ccc(Cc2nc3ccc(C(=O)NCCSC)cc3o2)cc1 do in these assays?
M18AAP inhibitor: -4; FID counter: -22; IMP-1 inh: -1.7; HCV NS3 hel inh: -4; MEKK2wt PB1 HTS: 110; VIM-2 inhibitor: -3.5; MEKK2 mut-MEK5: 7

How did CCc1ccc2[nH]c(=O)c(C(c3nnnn3Cc3ccc(OC)cc3)N3CCOCC3)cc2c1 (stereo not drawn) do in these assays?
M18AAP inhibitor: 9; FID counter: -10; IMP-1 inh: 0.5; HCV NS3 hel inh: 5; MEKK2wt PB1 HTS: 109; NALP1 inh: 14; UBC9 SUMO inh: -1; VIM-2 inhibitor: 2.2; MEKK2 mut-MEK5: 6

How did CN(C)CCNCCCOc1ccccc1-c1ccccc1 do in these assays?
M18AAP inhibitor: -8; FID counter: 23; IMP-1 inh: -2.7; HCV NS3 hel inh: -7; MEKK2wt PB1 HTS: 110; NALP1 inh: 2; UBC9 SUMO inh: 14; VIM-2 inhibitor: 1.1; MEKK2 mut-MEK5: -1

What do the screens show for `COCCCn1c(=S)[nH]c2ccc(N3CCOCC3)cc2c1=O`?
MEKK2wt PB1 HTS: 100; NALP1 inh: 27; UBC9 SUMO inh: 43; MEKK2 mut-MEK5: -2

What do the screens show for `Cc1cc(-c2ccc(Cl)cc2Cl)c(C#N)c(=O)[nH]1`?
M18AAP inhibitor: -3; FID counter: -7; IMP-1 inh: -0.2; HCV NS3 hel inh: -2; MEKK2wt PB1 HTS: 91; UBC9 SUMO inh: 11; VIM-2 inhibitor: 1.2; MEKK2 mut-MEK5: -5

Results for CCN(CC)CCn1c(NCc2ccc(C)o2)nc2ccccc21 ?
M18AAP inhibitor: -16; FID counter: 21; IMP-1 inh: -4.5; HCV NS3 hel inh: -6; NALP1 inh: -3; UBC9 SUMO inh: -3; VIM-2 inhibitor: -4.5

Results for CC(=O)NC(Cc1ccc(C)cc1)C(=O)NC1CCN(C(=O)c2ccc([N+](=O)[O-])cc2)CC1 (stereo not drawn) ?
M18AAP inhibitor: 1; FID counter: -15; IMP-1 inh: -2.2; HCV NS3 hel inh: -6; MEKK2wt PB1 HTS: 98; NALP1 inh: 25; UBC9 SUMO inh: 5; VIM-2 inhibitor: -0.9; MEKK2 mut-MEK5: 0

Results for O=C(O)c1c(C(=O)N2N=C3/C(=C/c4ccccc4)CCCC3C2c2ccccc2)cccc1[N+](=O)[O-] (stereo not drawn) ?
M18AAP inhibitor: 13; FID counter: -33; IMP-1 inh: 2.2; HCV NS3 hel inh: 49*; MEKK2wt PB1 HTS: 87; NALP1 inh: -8; UBC9 SUMO inh: 16; VIM-2 inhibitor: 3.1; MEKK2 mut-MEK5: -9

Results for Cc1cccc(N2C(=S)NC3c4cc(Cl)ccc4OC2(C)C3C(=O)N(C)C)c1 (stereo not drawn) ?
M18AAP inhibitor: 7; FID counter: -23; IMP-1 inh: -3.1; HCV NS3 hel inh: -3; MEKK2wt PB1 HTS: 109; NALP1 inh: -8; UBC9 SUMO inh: 2; VIM-2 inhibitor: -4.5; MEKK2 mut-MEK5: 6

Results for O=C(O)C(Oc1ccc2c(-c3ccccc3)cc(=O)oc2c1)c1ccccc1 (stereo not drawn) ?
M18AAP inhibitor: 1; FID counter: -31; IMP-1 inh: -2.2; HCV NS3 hel inh: -7; MEKK2wt PB1 HTS: 104; UBC9 SUMO inh: 2; VIM-2 inhibitor: -0.9; MEKK2 mut-MEK5: -1

What do the screens show for `Cc1ccc(/C=C2\SC(=S)N(CCC(=O)NCCCN3CCOCC3)C2=O)cc1`?
M18AAP inhibitor: 5; FID counter: 6; IMP-1 inh: -1.9; HCV NS3 hel inh: -28; MEKK2wt PB1 HTS: 111; NALP1 inh: 0; UBC9 SUMO inh: 3; VIM-2 inhibitor: -3.0; MEKK2 mut-MEK5: 4

What do the screens show for `c1ccc2c(c1)OCCOCCOCCOCCOc1ccccc1OCCOCCOCCO2`?
M18AAP inhibitor: -2; FID counter: -39; IMP-1 inh: -3.3; HCV NS3 hel inh: -5; MEKK2wt PB1 HTS: 103; NALP1 inh: 34; UBC9 SUMO inh: 6; VIM-2 inhibitor: -0.9; MEKK2 mut-MEK5: 0

What do the screens show for `CC(C)(C)n1nnnc1C(c1ccc2ncccc2c1)N1CCSCC1` (stereo not drawn)?
M18AAP inhibitor: 2; FID counter: -14; IMP-1 inh: -2.9; HCV NS3 hel inh: 5; MEKK2wt PB1 HTS: 101; NALP1 inh: 3; UBC9 SUMO inh: -5; VIM-2 inhibitor: -3.2; MEKK2 mut-MEK5: -2

What do the screens show for `COc1ccc(NC(=O)N2CCN(CCC#N)CC2)cc1`?
M18AAP inhibitor: -3; FID counter: 0; IMP-1 inh: -1.0; HCV NS3 hel inh: -2; MEKK2wt PB1 HTS: 96; NALP1 inh: 5; UBC9 SUMO inh: -5; VIM-2 inhibitor: -2.5; MEKK2 mut-MEK5: 0

Results for CCOCCCNC(=S)N1CCN(Cc2ccc3c(c2)OCO3)CC1 ?
M18AAP inhibitor: 4; FID counter: -7; IMP-1 inh: -2.2; HCV NS3 hel inh: -8; MEKK2wt PB1 HTS: 90; NALP1 inh: -5; UBC9 SUMO inh: 6; VIM-2 inhibitor: -6.3; MEKK2 mut-MEK5: -7

Results for CC(=C/c1ccccc1)/C=N/n1cnnc1 ?
M18AAP inhibitor: -5; FID counter: -4; IMP-1 inh: -2.4; HCV NS3 hel inh: 6; MEKK2wt PB1 HTS: 99; NALP1 inh: 15; UBC9 SUMO inh: 11; VIM-2 inhibitor: -2.3; MEKK2 mut-MEK5: -1

Results for Cc1ccc(N=C2SC(C(=O)O)CC(=O)N2C)cc1C (stereo not drawn) ?
M18AAP inhibitor: 11; FID counter: 2; IMP-1 inh: -2.0; HCV NS3 hel inh: 13; MEKK2wt PB1 HTS: 85; NALP1 inh: 4; UBC9 SUMO inh: 18; VIM-2 inhibitor: -3.2; MEKK2 mut-MEK5: -14

Results for O=C(CN(C(=O)CCC(=O)Nc1nccs1)c1ccc2c(c1)OCO2)NCC1CCCO1 (stereo not drawn) ?
M18AAP inhibitor: 1; FID counter: -19; IMP-1 inh: -2.5; HCV NS3 hel inh: 1; MEKK2wt PB1 HTS: 104; NALP1 inh: 20; UBC9 SUMO inh: -11; VIM-2 inhibitor: -3.6; MEKK2 mut-MEK5: 17

How did CCn1c(SCC(=O)Nc2cccc(C)n2)nnc1-c1ccco1 do in these assays?
M18AAP inhibitor: 12; FID counter: -9; IMP-1 inh: -2.8; HCV NS3 hel inh: -5; MEKK2wt PB1 HTS: 102; NALP1 inh: -4; UBC9 SUMO inh: -13; VIM-2 inhibitor: -2.1; MEKK2 mut-MEK5: 2
